# Screening data deposited in PubChem BioAssay by National Center for Advancing Translational Sciences (NCATS).
# ERK EGF block = inhibitors of EGF-stimulated ERK signaling pathway | 130,000 compounds, 0.41% hits | HEK293-V1b, EGF-stimulated phospho-ERK AlphaScreen | Potency, µM (top dose mostly 11.5 µM), without a hit: top-dose activity change, negative = inhibition, most hits filed as inhibitors; active means well fitted inhibition curve with a large enough effect; inconclusive means small, poorly fitted or top-dose-only effect, or effect the other way;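 further: plate controls were stimulated vehicle wells for no effect and unstimulated vehicle basal for full effect; nearly all actives have a fitted effect of over 55% in size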
#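 Cell line HEK293 (stable V1b), low serum overnight. Pretreatment: compound 30 min, 37C. EGF 25 nM, 5 min. Detection: SureFire AlphaScreen, 5 h RT. AC50 via standard Hill equation.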
# * = called active by the depositor; ? = inconclusive; [ ] = remark or other dose. Potency means the concentration at half of the fitted maximal effect. Only part of the results is shown (hit frequency here may not be typical).
SMILES,ERK EGF block
CC(C)=CCC(C)(C)CNC(=O)NC1CCCCC1,9%
CCN(CC)c1ccc(NC(=O)COc2ccc(N(C)S(=O)(=O)c3cccs3)cc2)cc1,?
CCC(C)n1c(=N)c(C#N)cc2c(=O)n3ccccc3nc21 (stereo not drawn),3%
O=C(NCCc1ccccc1)C1CCCN1S(=O)(=O)c1ccccc1 (stereo not drawn),-1%[57.5 µM]
COC(=O)c1ccc2c(=O)n(-c3ccccc3)c(=S)[nH]c2c1,-4%
CC(C)(C)c1ccc(OCCNC(=S)Nc2ccccc2)cc1,2%
CCOC(=O)CN1C(=O)S/C(=C/c2ccc(OC)c([N+](=O)[O-])c2)C1=O,11%
CN(Cc1cnccn1)Cc1c(C(=O)N2CCc3ccccc3C2)nc2ccc(Cl)cn12,-1%
Cc1nc(Cl)c(C(=O)NCCC(C)C)c(C)c1[N+](=O)[O-],1%
CCOC(=O)c1ccc(CC(=O)c2ccc(O)c(O)c2O)o1,-1%[57.5 µM]
C/C(N)=C(/C#N)C(=O)CSc1ccccc1F,-7%
C/C(=N/Nc1nc(-c2ccccc2)cc(-c2ccc(F)cc2)n1)c1cccc(N)c1,2%
O=C(CCSc1ccc(Br)cc1)Nc1cccnc1,-9%
CCOC(=O)c1[nH]cnc1C(=O)Nc1ccc(F)cc1,6%
O=C(/C=C/c1ccc(F)cc1)Nc1cccc(S(=O)(=O)Nc2cccc(C(F)(F)F)c2)c1,6%
COCCCNC(=S)NC(=O)c1ccc([N+](=O)[O-])cc1,1%
CCCCN(CC)CCNC(=O)CCNC(=O)Cn1ccc2ccccc2c1=O,-3%
Cc1ccc(Nc2c(-c3ccccn3)nc3cc(C)ccn23)cc1,-1%
CC(=O)NCC(O)c1ccc([N+](=O)[O-])cc1 (stereo not drawn),2%[57.5 µM]
CC(=O)c1ccc(N2CCC(C(=O)O)CC2)cc1,-3%
Cc1ccc(S(=O)(=O)N2CCCCC2)cc1NC(=O)Nc1ccc(Cl)cc1Cl,13%
CCC(NC(=O)c1ccccc1NC(=O)c1ccco1)C(=O)NNC(=O)c1ccncc1 (stereo not drawn),-7%[57.5 µM]
CCCOc1ccc(/C(O)=C2/C(=O)C(=O)N(CCN(C)C)C2c2ccc(OC)c(OC)c2)cc1 (stereo not drawn),?
CN(C)S(=O)(=O)c1cccc(NC(=O)CNCc2ccccn2)c1,-5%[57.5 µM]

# The list goes on; it opens with the 3 that closed the last part.
SMILES,ERK EGF block
CCC(NC(=O)c1ccccc1NC(=O)c1ccco1)C(=O)NNC(=O)c1ccncc1 (stereo not drawn),-7%[57.5 µM]
CCCOc1ccc(/C(O)=C2/C(=O)C(=O)N(CCN(C)C)C2c2ccc(OC)c(OC)c2)cc1 (stereo not drawn),?
CN(C)S(=O)(=O)c1cccc(NC(=O)CNCc2ccccn2)c1,-5%[57.5 µM]
Cc1ccc(C)c(S(=O)(=O)Nc2ccc(C(N)=O)cc2)c1,-14%
Cc1ccc(C(=O)N2CCOCC2)cc1[N+](=O)[O-],3%
CCOC(=O)c1c(NC(=O)c2cnn3c2NC(c2cccc(OC)c2)CC3C(F)(F)F)sc2c1CCCC2 (stereo not drawn),4%
COc1cc2[nH]c(=S)nc(Nc3ccc(NC(C)=O)cc3)c2cc1OC,1%
CCN(CC1COc2ccccc2O1)C(=S)NC1CC2CCC1C2 (stereo not drawn),?
Cc1ccc(C(=O)Nc2ccc3[nH]c(=O)[nH]c3c2)c(C)c1,-1%[57.5 µM]
CCSC(SCC)[C@H](O)[C@@H](O)[C@H](O)[C@H](O)CO,-3%[57.5 µM]
O=C(O)C1C(=O)NCC1c1ccccc1 (stereo not drawn),-10%
O=C(N/N=C/c1c[nH]c2ccccc12)c1ccn[nH]1,4%
CCN(CC)CCOC(=O)[C@@H](Cc1cccc2ccccc12)C[C@@H]1CCCO1,8%[25.7 µM]
O=C(N/N=C/c1ccccc1F)NC1CCCCC1,-7%
COc1ccc(C(=O)/C=C/c2ccc(OC(=O)c3cc(OC)c(OC)c(OC)c3)cc2)cc1,?
O=C(N/N=C/c1ccc(N2CCOCC2)cc1)c1ccc(NS(=O)(=O)c2cccs2)cc1,3%
Cc1ccc2nc(NC(=O)CCCC(=O)O)sc2c1,12%
Cc1ccc(NC(=O)/C(=C/c2cccs2)NC(=O)c2ccco2)cc1,-6%
COc1ccc(NC(=S)Nn2cnnc2)cc1OC,-5%
COC(=O)C1=NN(C(C)=O)C2(CC(=O)N(c3cccc(C)c3)C2=O)C1 (stereo not drawn),7%
COc1cccc2cc(C(C)N(CCCN3CCOCC3)C(=S)Nc3cccc(C)c3C)oc12 (stereo not drawn),7%
CCOc1ccccc1NS(=O)(=O)c1cn(C)c(=O)n(C)c1=O,-5%[57.5 µM]
Cc1c(C)n(CC(O)CNCCO)c2ccccc12 (stereo not drawn),4%
CCOc1ccc(NC(=O)C2CCCN(S(=O)(=O)c3c(C)n[nH]c3C)C2)cc1 (stereo not drawn),-13%[57.5 µM]
O=C(NC(=S)NCc1cccnc1)c1cccc2ccccc12,-1%
O=C(CSc1nc2ncccc2[nH]1)NCCc1ccccc1,-9%[57.5 µM]
COCCNC(=O)c1ccc(C(=O)C(=O)c2ccccc2)cc1,0%
CCC(=O)Nc1nnc(/C=C/c2ccc(OC)cc2)s1,9%[57.5 µM]
COc1ccc(OC)c(-n2c(=S)[nH]c3cc(C(=O)N4CCCCC4)ccc3c2=O)c1,-6%
CCO/C=C1\SC(=S)N(c2ccc(Cl)cc2)C1=O,2%[57.5 µM]
CC1CCCC(C)N1/N=C/c1ccc(N(C)C)cc1 (stereo not drawn),5%
COc1ccc(-c2nc(NC(=O)c3ccc(OCC(=O)Nc4ccc(F)cc4)c(OC)c3)sc2C)cc1,1%
COc1ccc(NC(=O)Cn2c(C)cc(=O)c3ccccc32)cc1,10%
C=C(C)CC1(NC(C)c2ccccc2)CCCCC1 (stereo not drawn),1%
O=C(NCCC1=CCCCC1)c1ccc(CN2CCOCC2)cc1,11%
Cc1ccc(S(=O)(=O)N2CCN(CC(O)c3ccccc3)CC2)cc1 (stereo not drawn),-1%
COC(=O)C1=C(C)NC(=O)/C1=C\c1cc(C)n(-c2ccccc2F)c1C,-9%
CCn1c(N2CCN(S(=O)(=O)c3ccc(F)cc3)CC2)nc2ccccc21,-8%
Nc1ccccc1N=Cc1ccc(-c2cccc(Cl)c2)o1,?
O=C(CC1S/C(=N/N=C/c2ccco2)NC1=O)Nc1ccccc1 (stereo not drawn),5%
O=C1/C(=C2/NCCN2C2CC(=O)N(c3ccccc3)C2=O)CC/C1=C\c1ccccc1 (stereo not drawn),1%
O=C(CN1CCOCC1)N1CCCc2ccccc21,5%
C[n+]1c(/C=C/c2ccc3c(c2)OCO3)ccc2ccccc21,-2%
Cc1[nH]c2ccccc2c1SCc1n[nH]c(=S)n1C,7%[57.5 µM]
Cc1ccc2c(c1)C1C=CCC1C(C(=O)O)N2 (stereo not drawn),-2%
CCC(C)(C)NC(=O)c1ccc(S(=O)(=O)N2CCCCCC2)cc1,2%
CCc1ccc(N2CC(C(=O)OCC(=O)NC3CCS(=O)(=O)C3)CC2=O)cc1 (stereo not drawn),-3%
Cc1ccc(OCc2ccc(Br)cc2)c([N+](=O)[O-])n1,-6%
CCOC(=O)C1=C(C)NC(=O)NC1c1ccc(OC(=O)c2ccco2)cc1 (stereo not drawn),-11%
CCC(CC)C(=O)OCC(=O)Nc1cccc(S(=O)(=O)N(C)c2ccccc2)c1,-8%
O=C(Nc1ccc(N2CCOCC2)cc1)C1CC(=O)N(c2ccc(Cl)cc2)C1 (stereo not drawn),-4%
O=C(/C=C\c1ccccc1[N+](=O)[O-])Nc1ccccc1,-1%
COc1ccccc1-n1c(N)cc(=O)nc1SCC(=O)Nc1cc(C)on1,-2%
COc1ccc(S(=O)(=O)N2CCN(C3Cc4ccccc4C3)CC2)cc1,6%
CC1=CC(C)(C)NC(=S)N1c1ccccc1C,-3%
CC1CCC2(CC1)NC(=O)N(NC(=O)CCl)C2=O (stereo not drawn),-4%
CC(=O)c1ccc(-c2ccc(/C=C(/Sc3n[nH]c(C)n3)C(=O)O)o2)cc1,?
C[C@H]1CCC[C@@]2(O[C@@H](CCO)C[C@@H](O)[C@@H]2O)O1,32%[57.5 µM]
COC(=O)c1ccc(C(/C=C/[C@@H](C)C(=O)NCCN2CCCC2)NC(=O)OCc2ccccc2)cc1 (stereo partly drawn),5%
O=C1CSC2(N1)C1CC3CC(C1)CC2C3 (stereo not drawn),-5%[57.5 µM]
COc1cc(/C=C(\C#N)C(=O)Nc2ccccc2C(=O)O)cc(Cl)c1OC,-5%
COc1ccc(/C(O)=C2/C(=O)C(=O)N(c3ccccn3)C2c2ccc(OC)c(OC)c2)cc1 (stereo not drawn),2%[57.5 µM]
CC(=O)Nc1ccc(S(=O)(=O)Nc2cccn(Cc3ccc(C)cc3)c2=O)cc1,7%
# (continued)
SMILES,ERK EGF block
CC1CC(C)CN(C(=S)SCc2nc(N)nc(Nc3ccccc3)n2)C1 (stereo not drawn),3%[57.5 µM]
O=C(NCCCN1CCCC1=O)c1cc(-c2ccc3c(c2)OCO3)nc2ccccc12,-9%
O=C(Nc1ncc(Cc2ccccc2Cl)s1)C1CCCO1 (stereo not drawn),-6%
NC(=O)N/N=C(/CCCCCC/C(=N\NC(N)=O)c1ccccc1)c1ccccc1,-2%[57.5 µM]
CSc1sc(C(=O)Nc2ccc(F)cc2F)c2c1C=CCC2,-12%[57.5 µM]
COc1ccc(C(=O)NCc2nnc(SCC(=O)N3CCC(C)CC3)o2)cc1,-3%
Cc1sc2nc(-c3ccncc3)[nH]c(=O)c2c1-c1ccccc1,-2%
Cc1ccc(-n2c(O)c(C=NCc3ccccn3)c3ccccc3c2=O)cc1C,-1%
CC(=O)N1CC2([N+](=O)[O-])CN(C(C)=O)CC([N+](=O)[O-])(C1)C2(C)C,-3%
COCCOC(=O)C1=C(C)N(c2ccccc2)C(=O)NC1c1cccc([N+](=O)[O-])c1 (stereo not drawn),8%
COc1cccc(CN2CCN(S(=O)(=O)c3ccc(NC(C)=O)cc3)CC2)c1OC,0%
O=[N+]([O-])c1c(NCCCO)cc(Sc2ccc(Cl)cc2)c2nonc12,6%

# Ordered by count of non-hydrogen atoms (low to high): 15 of the compounds above.
SMILES,ERK EGF block
O=C1CSC2(N1)C1CC3CC(C1)CC2C3 (stereo not drawn),-5%[57.5 µM]
C[C@H]1CCC[C@@]2(O[C@@H](CCO)C[C@@H](O)[C@@H]2O)O1,32%[57.5 µM]
CC1CCC2(CC1)NC(=O)N(NC(=O)CCl)C2=O (stereo not drawn),-4%
O=C(Nc1ncc(Cc2ccccc2Cl)s1)C1CCCO1 (stereo not drawn),-6%
CSc1sc(C(=O)Nc2ccc(F)cc2F)c2c1C=CCC2,-12%[57.5 µM]
CC(=O)N1CC2([N+](=O)[O-])CN(C(C)=O)CC([N+](=O)[O-])(C1)C2(C)C,-3%
O=[N+]([O-])c1c(NCCCO)cc(Sc2ccc(Cl)cc2)c2nonc12,6%
CC(=O)c1ccc(-c2ccc(/C=C(/Sc3n[nH]c(C)n3)C(=O)O)o2)cc1,?
COc1cc(/C=C(\C#N)C(=O)Nc2ccccc2C(=O)O)cc(Cl)c1OC,-5%
COc1ccc(C(=O)NCc2nnc(SCC(=O)N3CCC(C)CC3)o2)cc1,-3%
CC(=O)Nc1ccc(S(=O)(=O)Nc2cccn(Cc3ccc(C)cc3)c2=O)cc1,7%
COc1cccc(CN2CCN(S(=O)(=O)c3ccc(NC(C)=O)cc3)CC2)c1OC,0%
O=C(NCCCN1CCCC1=O)c1cc(-c2ccc3c(c2)OCO3)nc2ccccc12,-9%
COc1ccc(/C(O)=C2/C(=O)C(=O)N(c3ccccn3)C2c2ccc(OC)c(OC)c2)cc1 (stereo not drawn),2%[57.5 µM]
COC(=O)c1ccc(C(/C=C/[C@@H](C)C(=O)NCCN2CCCC2)NC(=O)OCc2ccccc2)cc1 (stereo partly drawn),5%

# Other entries:
SMILES,ERK EGF block
COC(=O)[C@@]1(Cc2ccccc2)C=C[C@@H](C)N1C(=O)c1ccccc1,17%
O=S(=O)(Nc1ccc2c(c1)nc1n2CCN(Cc2ccccc2)C1)c1ccccc1,7%
Nc1cc(C(=O)N/N=C/c2cccc([N+](=O)[O-])c2)n[nH]c1=O,-3%[57.5 µM]
Cc1ccc(NC(=O)CN(C)Cc2ccc(F)cc2)c([N+](=O)[O-])c1,8%
CCn1nc(C(=O)O)c(=O)c2cc3c(cc21)OCO3,-8%[57.5 µM]
CC(=O)NC1(C(F)(F)F)C(=O)Nc2c1c(=O)[nH]c(=O)n2-c1ccccc1 (stereo not drawn),?
O=C(Nc1ccccc1)O/N=C1/CCCc2occc21,-3%[57.5 µM]
CCc1ccc2nc(NC(=O)Cn3cnc4ccccc4c3=O)sc2c1,-5%
CS(=O)(=O)Nc1cccc(-c2nc(Nc3ccccc3)c3ccccc3n2)c1,26%
C=CCN(C)NC(=S)Nc1ccccc1,0%
COC(=O)C1=C(C(=O)OC)[C@@H]2N(Cc3ccccc3)c3ccccc3[C@@]23C[C@@H](C(=O)OC)N=C3N1,2%[57.5 µM]
NC(=O)NNC(=S)Nc1cccc2ccccc12,-15%
Cc1nc2ccccc2nc1OCC(=O)Nc1ccccc1,-4%
CCCCOC(=O)/C(=C\c1ccc([N+](=O)[O-])o1)NC(=O)c1ccccc1,5%
O=C(Nc1nnc(SCc2ccc(Cl)cc2)s1)c1cnccn1,4%
CC(=O)c1ccc(N2CCN(C(=O)c3ccc(Cn4c(=S)[nH]c5ccc(N6CCOCC6)cc5c4=O)cc3)CC2)cc1,-6%
O=S(=O)(NCC(c1ccco1)N1CCN(c2ccc(F)cc2)CC1)c1ccc2c(c1)OCCO2 (stereo not drawn),-8%
COc1ccc(F)cc1C(=O)C1CCCN(C(=O)CCN2CCCCO2)C1 (stereo not drawn),-15%[57.5 µM]
COc1ccc(F)cc1C(=O)C1CCCN(Cc2c[nH]c3ccccc23)C1 (stereo not drawn),?
Cc1ccc(C(=O)N2CCCC2)cc1S(=O)(=O)Nc1cccc(C)c1C,3%
